Mtb BioA inh = M. tuberculosis BioA enzyme inhibitors, primary screen, biochemical, plate reader, single point, HTS; inhibition, % at 9.99 µM; 0.096% of 360,000 active; 7,8-diaminopelargonic acid synthase BioA (Mycobacterium tuberculosis); purified M. tuberculosis BioA enzyme; in the data active = inhibition above about 40%
The depositor's hits bear a star.

canonical_smiles	Mtb BioA inh
CC(=O)N1[C@H](C(=O)NCc2ccccc2Cl)[C@@H](CO)[C@@H]2Cn3c(ccc(-c4ccccc4)c3=O)[C@@H]21	1.1
CCC(=O)Nc1ccc2c(c1)OC[C@@H](C)N(Cc1cccnc1)C[C@H](C)[C@@H](OC)CN(C)C2=O	-2.4
C[C@@H]1CN([C@H](C)CO)S(=O)(=O)c2ccc(C#CC3(O)CCCC3)cc2O[C@H]1CN(C)C(=O)c1ccncc1	1.6
CO[C@H]1CN(C)C(=O)c2cc(NC(=O)c3ccc(F)cc3)ccc2OC[C@@H](C)N(C(=O)CN(C)C)C[C@@H]1C	-3.4
C[C@@H]1CN([C@@H](C)CO)C(=O)Cc2cc(NS(=O)(=O)c3ccc(Cl)cc3)ccc2O[C@@H]1CN(C)C(=O)Nc1cccc2ccccc12	-2.6
C[C@H]1CN([C@@H](C)CO)C(=O)c2cccc(NS(=O)(=O)c3cn(C)cn3)c2O[C@@H]1CN(C)C(=O)Nc1ccc(F)cc1	0.3
O=C(C[C@@H]1CC[C@@H](NC(=O)Cc2ccccn2)[C@@H](CO)O1)NCCc1ccccc1	5.0
COc1ccc(CN(C)C[C@H]2OCCCC[C@H](C)Oc3ccc(NS(=O)(=O)c4cn(C)cn4)cc3C(=O)N([C@@H](C)CO)C[C@@H]2C)cc1	-1.2
O=C(C[C@H]1C[C@H]2c3cc(NC(=O)Nc4ccc(F)cc4)ccc3O[C@H]2[C@@H](CO)O1)NC1CCCC1	-1.4
C[C@@H]1CN([C@@H](C)CO)C(=O)Cc2cc(NS(=O)(=O)c3ccc(Cl)cc3)ccc2O[C@@H]1CN(C)S(=O)(=O)c1cn(C)cn1	-1.7
C[C@H]1CN([C@@H](C)CO)C(=O)Cc2cc(NC(=O)Nc3ccccc3)ccc2O[C@H]1CN(C)S(=O)(=O)c1ccc(F)cc1	-1.9
C[C@@H]1CCCCO[C@@H](CN(C)C)[C@@H](C)CN([C@H](C)CO)C(=O)c2cc(NC(=O)Cc3ccccc3)ccc2O1	-3.4
C[C@H](CO)N1C[C@H](C)[C@H](CN(C)S(=O)(=O)c2ccc(F)cc2)Oc2c(NC(=O)C3CCOCC3)cccc2C1=O	-2.0
C[C@H](O)C#Cc1ccc([C@@H]2[C@@H](CO)N3CCCCN(C(=O)c4cccc(F)c4)C[C@@H]23)cc1	1.6
C[C@H]1CN([C@@H](C)CO)C(=O)c2cc(N(C)C)ccc2O[C@@H]1CN(C)C(=O)NC1CCCCC1	0.3
Cc1cccc(S(=O)(=O)N2C[C@H](O)COC[C@H]3O[C@@H](CC(=O)N4CCN(C)CC4)CC[C@@H]32)c1	-1.4

5 compounds drawn at random from the list so far:
canonical_smiles	Mtb BioA inh
O=C(C[C@H]1C[C@H]2c3cc(NC(=O)Nc4ccc(F)cc4)ccc3O[C@H]2[C@@H](CO)O1)NC1CCCC1	-1.4
CC(=O)N1[C@H](C(=O)NCc2ccccc2Cl)[C@@H](CO)[C@@H]2Cn3c(ccc(-c4ccccc4)c3=O)[C@@H]21	1.1
C[C@H](O)C#Cc1ccc([C@@H]2[C@@H](CO)N3CCCCN(C(=O)c4cccc(F)c4)C[C@@H]23)cc1	1.6
C[C@@H]1CN([C@H](C)CO)S(=O)(=O)c2ccc(C#CC3(O)CCCC3)cc2O[C@H]1CN(C)C(=O)c1ccncc1	1.6
Cc1cccc(S(=O)(=O)N2C[C@H](O)COC[C@H]3O[C@@H](CC(=O)N4CCN(C)CC4)CC[C@@H]32)c1	-1.4

Carrying on:
canonical_smiles	Mtb BioA inh
CCCNC(=O)C[C@@H]1CC[C@H]2[C@@H](COC[C@H](O)CN2C(=O)CC)O1	-0.7
COc1ccc(S(=O)(=O)N(C)C[C@@H]2Oc3ccc(NC(=O)Nc4ccc(F)cc4)cc3CC(=O)N([C@@H](C)CO)C[C@H]2C)cc1	-6.1
C[C@H](CO)N1C[C@H](C)[C@@H](CN(C)C(=O)CCCN(C)C)OCCCC[C@H](C)Oc2ccc(NC(=O)Nc3ccc(F)cc3)cc2C1=O	-0.9
C[C@@H]1CN([C@H](C)CO)C(=O)c2cc(NC(=O)NC3CCCCC3)ccc2O[C@H]1CN(C)CC1CCCCC1	-3.2
CO[C@@H]1CN(C)C(=O)c2cc(NC(=O)C3CCCCC3)ccc2OC[C@@H](C)N(Cc2cccnc2)C[C@@H]1C	1.5
C[C@@H]1CN([C@H](C)CO)C(=O)c2cc(NS(=O)(=O)c3ccc(F)cc3)ccc2O[C@@H](C)CCCCO[C@H]1CN(C)CC1CCCCC1	3.4
COc1ccc(NC(=O)Nc2cccc3c2O[C@H](CN(C)C(=O)NC2CCCCC2)[C@H](C)CN([C@@H](C)CO)C3=O)cc1	-0.2
COc1cccc(CNC(=O)C[C@H]2C=C[C@H](NS(=O)(=O)c3ccccc3OC)[C@H](CO)O2)c1	-0.1
O=C(Nc1ccc(Cl)c(Cl)c1)N[C@@H]1CC[C@H](CCNC(=O)c2ccc(F)cc2)O[C@H]1CO	3.0
C[C@@H]1CN([C@@H](C)CO)C(=O)c2cccc(NC(=O)Nc3ccccc3)c2O[C@H]1CN(C)C(=O)Nc1ccccc1	6.0
O=C(C[C@@H]1C=C[C@H](NS(=O)(=O)c2ccccc2)[C@H](CO)O1)NCCN1CCCCC1	-2.2
O=C(Cc1ccncc1)NCC[C@@H]1CC[C@H](NC(=O)Nc2cccc(F)c2)[C@@H](CO)O1	-4.8
Cc1ccc(S(=O)(=O)Nc2ccc3c(c2)C(=O)N([C@H](C)CO)C[C@H](C)[C@@H](CN(C)C(=O)NC(C)C)OCCCC[C@H](C)O3)cc1	-2.3
COc1ccc(-c2cnc3c(c2)C(=O)N([C@H](C)CO)C[C@@H](C)[C@H](CN(C)Cc2ccccn2)O3)cc1	4.6
C[C@@H]1CN([C@@H](C)CO)C(=O)Cc2cc(NC(=O)CCCN(C)C)ccc2O[C@H]1CN(C)Cc1ccc(C(F)(F)F)cc1	2.7
CO[C@H]1CN(C)C(=O)c2cc(NC(C)=O)ccc2OC[C@@H](C)N(C(=O)c2ccccc2F)C[C@@H]1C	-1.8
O=C(C[C@@H]1CC[C@@H](NC(=O)CN2CCOCC2)[C@H](CO)O1)NCCc1ccccc1	-6.4
C[C@H]1CN([C@@H](C)CO)C(=O)c2cc(-c3ccccc3)cnc2O[C@H]1CN(C)C(=O)c1ccccn1	-1.7
Cn1cnc(S(=O)(=O)N2C[C@@H](O)COC[C@@H]3O[C@@H](CC(=O)NC4CCC4)CC[C@H]32)c1	-2.4
Cc1noc(C)c1NC(=O)N(C)C[C@H]1OCCCC[C@H](C)Oc2ccc(NS(=O)(=O)c3ccccc3)cc2C(=O)N([C@H](C)CO)C[C@@H]1C	0.8
CN1C(=O)c2cc(NS(C)(=O)=O)ccc2OC[C@H]2O[C@@H](CC(=O)NCc3ccccc3)CC[C@H]21	-3.3
C[C@@H]1CN([C@H](C)CO)C(=O)c2cc(NS(=O)(=O)c3cccs3)ccc2O[C@@H](C)CCCCO[C@@H]1CN(C)C(=O)NC1CCCCC1	-0.9
C[C@@H]1CN([C@H](C)CO)S(=O)(=O)c2ccc(-c3ccc(F)cc3)cc2O[C@@H]1CN(C)CC1CC1	-0.7
CCCC(=O)Nc1ccc2c(c1)C(=O)N(C)C[C@H](OC)[C@H](C)CN(C(=O)CN(C)C)[C@H](C)CO2	0.9
N#C[C@@H]1[C@@H](c2ccc(C#Cc3ccccc3F)cc2)[C@H](CO)N1C(=O)C1CCCCC1	-1.3
CN1C(=O)c2cc(NC(=O)c3cscn3)ccc2OC[C@H]2O[C@@H](CC(=O)NCC3CC3)CC[C@H]21	1.1
Cc1cccc(CN(C)C[C@@H]2Oc3ncc(-c4cccc(C(F)(F)F)c4)cc3C(=O)N([C@H](C)CO)C[C@@H]2C)c1	-0.3
Cc1noc(C)c1NC(=O)N(C)C[C@H]1OCCCC[C@@H](C)Oc2ccc(NS(=O)(=O)c3ccc(Cl)cc3)cc2C(=O)N([C@H](C)CO)C[C@@H]1C	-0.6
CN1C(=O)c2cc(NC(=O)Cc3cccs3)ccc2OC[C@@H]2O[C@H](CC(=O)NCCCN3CCOCC3)CC[C@H]21	-2.1
CC(=O)N1[C@H](CNC(=O)C2CC2)[C@H](c2ccc(-c3ccc(F)cc3)cc2)[C@@H]1CO	1.7
CCC(=O)N(C)C[C@H]1Oc2ncc(C#CCC3CCCC3)cc2C(=O)N([C@@H](C)CO)C[C@@H]1C	4.4
C[C@@H]1CN([C@@H](C)CO)C(=O)c2cc(NS(C)(=O)=O)ccc2O[C@@H]1CN(C)S(=O)(=O)c1ccc(F)cc1	1.7

The last three entries of the section before lead into the next.
canonical_smiles	Mtb BioA inh
CC(=O)N1[C@H](CNC(=O)C2CC2)[C@H](c2ccc(-c3ccc(F)cc3)cc2)[C@@H]1CO	1.7
CCC(=O)N(C)C[C@H]1Oc2ncc(C#CCC3CCCC3)cc2C(=O)N([C@@H](C)CO)C[C@@H]1C	4.4
C[C@@H]1CN([C@@H](C)CO)C(=O)c2cc(NS(C)(=O)=O)ccc2O[C@@H]1CN(C)S(=O)(=O)c1ccc(F)cc1	1.7
CC(C)NC(=O)N(C)C[C@@H]1OCCCC[C@H](C)Oc2ccc(NS(=O)(=O)c3ccccc3)cc2C(=O)N([C@H](C)CO)C[C@@H]1C	1.9
CC(C)CC#Cc1cnc2c(c1)C(=O)N([C@H](C)CO)C[C@@H](C)[C@@H](CN(C)Cc1ccccn1)O2	-1.8
COc1cccc(-c2ccc3n(c2=O)C[C@@H]2[C@@H](CO)[C@H](C(=O)NC4CCC4)N[C@H]32)c1	-0.1
O=C(C[C@H]1C=C[C@H](NC(=O)Nc2ccc3c(c2)OCO3)[C@H](CO)O1)NCc1ccccc1	1.5
C[C@@H]1CCCCO[C@H](CN(C)C(=O)Nc2cccc3ccccc23)[C@@H](C)CN([C@@H](C)CO)C(=O)c2cc(NS(C)(=O)=O)ccc2O1	-3.7
CN(C)CC(=O)N[C@@H]1CC[C@H](CCNC(=O)C2CCCC2)O[C@H]1CO	3.9
C[C@H](NC(=O)C[C@H]1CC[C@@H]2[C@H](COC[C@@H](O)CN2C(=O)Nc2cc(Cl)cc(Cl)c2)O1)c1ccccc1	0.6
Cc1noc(C)c1S(=O)(=O)Nc1cccc2c1O[C@@H](CN(C)CC1CC1)[C@@H](C)CN([C@@H](C)CO)C2=O	-4.3
C[C@@H]1CN([C@H](C)CO)S(=O)(=O)c2ccc(-c3cccnc3)cc2O[C@@H]1CN(C)Cc1ccncc1	0.3
C[C@@H]1CCCCO[C@@H](CN(C)C(=O)CCC(F)(F)F)[C@@H](C)CN([C@@H](C)CO)C(=O)c2cc(NC(=O)NC3CCCCC3)ccc2O1	4.8
C[C@@H]1CN([C@@H](C)CO)C(=O)Cc2cc(NC(=O)c3ccncc3)ccc2O[C@@H]1CN(C)Cc1ccc(Cl)c(Cl)c1	-0.1
C[C@@H]1CCCCO[C@H](CN(C)S(C)(=O)=O)[C@@H](C)CN([C@H](C)CO)C(=O)c2cc(N(C)C)ccc2O1	-2.1
CO[C@H]1CC[C@@H]2CCOc3ccc(C#N)cc3C(=O)N(C)C[C@@H](c3ccccc3)CC(=O)N(C)C[C@@H]1O2	2.6
CC(=O)N1[C@H](CNC(=O)C2CC2)[C@H](c2ccc(-c3cccc(F)c3)cc2)[C@@H]1CO	1.7
OC[C@@H]1[C@@H](c2ccc(C#CC3CCCC3)cc2)[C@@H]2CN(CCC(F)(F)F)CCCCN12	4.8
C[C@@H]1CN([C@@H](C)CO)S(=O)(=O)c2ccc(C#Cc3ccccc3)cc2O[C@H]1CN(C)C(=O)CN(C)C	-2.1
CO[C@H]1CN(C)C(=O)c2cc(NC(=O)Nc3ccc(Cl)cc3)ccc2OC[C@H](C)NC[C@@H]1C	-0.5
C[C@@H]1CN([C@@H](C)CO)C(=O)c2ccccc2-c2ccccc2CO[C@@H]1CN(C)C(=O)NC1CCCCC1	0.9
COc1ccc(NC(=O)Nc2cccc3c2O[C@@H](CN(C)C)[C@@H](C)CN([C@H](C)CO)C3=O)cc1	-3.3
COCC(=O)N1C[C@@H](C)[C@@H](OC)CN(C)C(=O)c2ccc(NC(=O)Nc3ccccc3)cc2OC[C@H]1C	-0.5
COc1ccc(S(=O)(=O)N(C)C[C@H]2OCCCC[C@H](C)Oc3ccc(NS(=O)(=O)c4cccs4)cc3C(=O)N([C@@H](C)CO)C[C@@H]2C)cc1	-0.3
C[C@H]1CN([C@@H](C)CO)C(=O)c2cc(C#Cc3ccccn3)cnc2O[C@@H]1CN(C)Cc1cccnc1	2.0
C[C@H](CO)N1C[C@H](C)[C@@H](CN(C)S(=O)(=O)c2ccccc2)Oc2cc(Br)ccc2S1(=O)=O	3.3
COCC(=O)N[C@@H]1CC[C@H](CC(=O)NCc2ccc(Cl)cc2)O[C@H]1CO	0.2
CC(=O)N(C)C[C@H]1Oc2cc(C#Cc3ccccc3F)ccc2S(=O)(=O)N([C@H](C)CO)C[C@@H]1C	0.9
CN1C[C@@H]2[C@H](c3ccccc31)[C@@H](CO)N2C(=O)C1CCCC1	0.2
C[C@@H]1CN([C@H](C)CO)C(=O)c2cc(C#CC(C)(C)O)cnc2O[C@H]1CN(C)C(=O)C1CCOCC1	2.7
C[C@@H]1CN([C@H](C)CO)C(=O)c2cc(NS(=O)(=O)c3cn(C)cn3)ccc2O[C@@H]1CN(C)Cc1ccc(C(F)(F)F)cc1	0.5
C[C@H]1CN([C@@H](C)CO)C(=O)c2cccc(NC(=O)c3nc4ccccc4s3)c2O[C@@H]1CN(C)S(=O)(=O)c1cccs1	6.6
CN1CCN(C(=O)C[C@@H]2C[C@@H]3c4cc(NC(=O)Nc5ccc(C(F)(F)F)cc5)ccc4O[C@@H]3[C@H](CO)O2)CC1	3.2
CC(=O)N(C)C[C@H]1Oc2ncc(C#C[C@H](C)O)cc2C(=O)N([C@H](C)CO)C[C@@H]1C	-2.0
CCCN(C)C[C@@H]1Oc2cc(-c3ccccc3)ccc2S(=O)(=O)N([C@H](C)CO)C[C@@H]1C	-1.4

Source: PubChem BioAssay (Broad Institute)

Not all compounds are listed; the hit share may differ from the screen's.
